# 12-LOX inh – blocks human arachidonate 12S-lipoxygenase; P18054; purified 12hLO, xylenol orange hydroperoxide absorbance; Potency, µM (highest dose often 108 µM), for the others: at the top dose activity change, negative = inhibition, usual class: inhibitors; hit rate 1.1% among 580,000; active = well fitted inhibition curve with a large enough effect; inconclusive = small, poorly fitted or top-dose-only effect, or another doubt; inactive = no such curve, though single readings can be large or run the other way
# Target sequence (P18054 whole entry, looked up): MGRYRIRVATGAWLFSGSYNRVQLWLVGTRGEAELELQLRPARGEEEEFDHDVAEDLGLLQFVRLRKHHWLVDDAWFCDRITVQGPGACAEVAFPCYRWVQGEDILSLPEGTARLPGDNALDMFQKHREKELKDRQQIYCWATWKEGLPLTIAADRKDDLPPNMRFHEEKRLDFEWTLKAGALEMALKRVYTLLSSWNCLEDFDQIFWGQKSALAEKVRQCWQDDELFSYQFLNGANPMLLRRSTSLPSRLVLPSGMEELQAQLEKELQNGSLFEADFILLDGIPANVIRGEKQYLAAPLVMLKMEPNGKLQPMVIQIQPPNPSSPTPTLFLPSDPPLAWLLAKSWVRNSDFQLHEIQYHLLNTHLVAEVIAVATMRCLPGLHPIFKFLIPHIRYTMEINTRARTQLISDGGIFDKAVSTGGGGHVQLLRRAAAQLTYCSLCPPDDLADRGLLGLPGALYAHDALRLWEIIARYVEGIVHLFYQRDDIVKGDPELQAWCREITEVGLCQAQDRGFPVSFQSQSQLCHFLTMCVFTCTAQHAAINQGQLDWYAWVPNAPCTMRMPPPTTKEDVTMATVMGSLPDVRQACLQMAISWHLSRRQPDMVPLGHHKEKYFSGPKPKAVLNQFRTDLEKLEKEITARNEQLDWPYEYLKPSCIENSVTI
#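 Hydroperoxide product was detected by ferrous iron/xylenol orange as the 573 to 405 nm absorbance ratio. Arachidonic acid at 40 uM (final) was turned over for 30 min at room temperature by 150 nM human 12hLO, pH 7.0 Hepes buffer, after 15 min compound preincubation.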
# Starred values were filed as active, the others as inactive; u = inconclusive; [ ] = another dose, or the depositor's remark. % is scaled to controls: 0 for no effect and ±100 for the full control effect; potency is read from the fitted curve at half-maximal effect.
12-LOX inh | SMILES
31%[176 µM] | CC1(C)[C@H](Cc2cc(CO)on2)C[C@@H]1NC(=O)C1CCC1
62%[activator] | Cc1nn(Cc2ccc(Cl)cc2)c2sc(C(=O)N3CCN(CC(=O)N4CCCC4)CC3)cc12
u | CCOc1cc(/C=C2/NC(=O)NC2=O)cc(I)c1OCc1ccc(F)cc1
8% | Cc1ccn(CC(=O)NC2CCCN(Cc3ccccc3F)C2)n1 (stereo not drawn)
5.6µM* | CCCOC(=O)c1cc(NC(=O)c2cc(Cl)c(OC)c(Cl)c2)ccc1N1CCOCC1
8%[176 µM] | COc1ccc(CNC[C@H]2Cn3ccnc3CO2)cn1
20% | CCN1CC(C(=O)N2CCC(OCc3ccccn3)CC2)CCC1=O (stereo not drawn)
-19% | OCCN1CCN(c2ncnc3c2ncn3[C@H]2CN(Cc3ccncc3)C[C@@H](CO)O2)CC1
-19% | CC1(C(=O)Nc2cccc(C(F)(F)F)c2)Cc2c(-c3cccc(C(N)=O)c3)ccnc2O1 (stereo not drawn)
0% | COC(=O)[C@H](Cc1ccc(C#Cc2ccccc2)cc1)NC(=O)C[C@H]1CCCN(C(=N)N)C1
u | O=C(c1cccnc1)N1CC(=O)N2[C@@H](CO)[C@H](c3ccc(Br)cc3)[C@@H]2C1
2.8µM* | O=C(COc1ccccc1)N1CCC2(CC1)NC(=O)N(c1cccc(F)c1)N2
u | CCc1ccccc1N/C=C(\C#N)c1nc(-c2ccc(C)c(C)c2)cs1
-5%[176 µM] | Cc1ncsc1C(=O)N1CCCn2nc(C)c(-c3ccccc3-c3ccccc3)c21
u | NC(CO)c1ccc2ccccc2c1 (stereo not drawn)
5% | O=c1c2ccccc2cnn1Cc1nc(C2CCOC2)no1 (stereo not drawn)
u | COc1cccc([C@@H]2CN(C(=O)c3oc(C)nc3C)C[C@H]2C(=O)O)c1OC
-8% | Cc1ccc2[nH]cc(C(C(=O)O)N3CCN(c4ccc(F)cc4)CC3)c2c1 (stereo not drawn)
-2% | CCOC(=O)[C@]12CCC=C1N(Cc1ccc3c(c1)OCO3)C(=O)[C@H](CC(=O)NCC1CCCCC1)C2
43%[activator] | CC(C)n1ncc2cc(C(=O)NCc3ccccc3OC(F)F)cnc21
-2% | CCc1ccccc1NC(=O)CN(C)C(=O)c1cc(=O)c2cc(C)ccc2o1
-61% | CCC(NC(=O)c1csc(C)c1-c1ccccc1)c1ccc(C(C)C)cc1 (stereo not drawn)
10µM* | CCc1cc(C(c2ccc(F)cc2)N2CCN(CC)CC2)c(NC(=O)c2ccco2)s1 (stereo not drawn)
-1% | NC(=O)c1ncn([C@@H]2O[C@H](C(=O)N[C@H](Cc3ccccc3)C(=O)O)[C@@H](O)[C@H]2O)n1
8% | COc1ccccc1C(=O)Nc1ccc2c(c1)CN(Cc1ccccc1)C(=O)C(C)O2 (stereo not drawn)
0% | CCOC(=O)C1(C)CCN1C(=O)c1cc(F)cc(F)c1 (stereo not drawn)
-12% | O=C(Cc1cn(Cc2ccccc2)c2ccccc12)Nc1ccc(Oc2cccnc2)cc1
-1% | CCOC(=O)C1(C)CCCN(C(=O)c2ccc(OC)cc2OC)C1 (stereo not drawn)
-23% | COc1ccc(C(C)=O)cc1CSCc1coc(-c2ccc(C)cc2)n1
45% | CC(C)CCN1C(=O)CC[C@]2(C(=O)NCc3cccnc3)CCCC[C@@H]12
6% | COCCNc1nc2cc(-c3ccccc3)sc2c(=O)n1C
0% | COc1ccccc1CN1CCCC(n2cc(C(=O)N3CCCCC3)nn2)C1 (stereo not drawn)
u | COc1cccc2cc(-c3csc(Nc4ccc(O)cc4)n3)c(=O)oc12
9% | O=C(CN1Cc2ccccc2OC(c2ccccc2)C1)N1CCCCC1c1cccnc1 (stereo not drawn)
u | Cc1c(C(=O)Nc2nc(-c3cccs3)ns2)oc2ccccc12
-19% | O=C(O)CCC(=O)OCCc1ccccc1
-6% | CCOC(=O)N1CCC(NC(=O)c2cc3c(OC)cccc3[nH]2)CC1
u | O=c1cc(-c2cccc3c2Sc2ccccc2S3)oc(N2CCOCC2)c1
47%[activator] | O=S(=O)(c1cccc(F)c1)N1CCCC(Cn2c(C3CC3)nc3cccnc32)C1 (stereo not drawn)
29% | Cc1ccc(C2Cn3nnc(C(=O)N4CCC(C(=O)NCC5CCCCC5)CC4)c3CO2)cc1 (stereo not drawn)
24% | CCC(CC)N1CC[C@H](CO)[C@H](NC(=O)c2ccccc2)C1
-8% | CC(=O)c1c(C)[nH]c(C(=O)NCc2ccc(Cl)cc2)c1C
u | N#Cc1ccc(C(=O)N2CCC3(CC2)NC(=O)N(Cc2cccc(Cl)c2)C3=O)cc1
19% | COc1ccc(-c2noc(-c3nnn4c3COC(c3ccc(C)cc3C)C4)n2)cc1 (stereo not drawn)
27% | Cc1ccccc1NC(=S)NNC=O
1% | CCOC(=O)N1CCN(S(=O)(=O)c2cc(C(C)C)c(C)cc2OCC)CC1
47%[activator] | Cc1ccn(CC(=O)N2C[C@@H](CO)[C@H](c3nc(C4CC4)no3)C2)n1
u | Cc1ccc(S(=O)(=O)Nc2ccc(F)c(F)c2O)cc1
24% | OC1CCOC2(CCN(Cc3ccccc3OC(F)(F)F)CC2)C1 (stereo not drawn)
15% | O=C(CC[C@H]1O[C@@H](n2ccc(=O)[nH]c2=O)[C@H](O)[C@@H]1O)NCc1ccccc1

# Next part
12-LOX inh | SMILES
6% | O=C(CSc1nc2nccnc2c(=O)n1CCc1ccccc1)Nc1ccccc1
-32% | CC1=C(C(=O)N(C)C)CC(CC(=O)NCC2CCCCC2)C(=O)N1Cc1ccc(C(C)(C)C)cc1 (stereo not drawn)
u | COC(=O)C1=CN(C(C)C)C=C(C(=O)OC)C1c1ccc(C)s1
u | COc1ccc(NC(=O)Cc2c[nH]c3ncc(-c4ccccc4C)cc23)cc1
-14% | c1ccc(OCCNCC2CCCO2)cc1 (stereo not drawn)
-15% | COCc1cc(N2CCN(C(=O)OC(C)(C)C)C[C@@H]2C)ccc1N1CCN(Cc2ccccc2)[C@H](C)C1
u | Cc1ccccc1-c1csc(C(C)(O)c2ccccc2)n1 (stereo not drawn)
u | Cn1c(=O)c2c(nc(Br)n2Cc2ccc(Cl)cc2)n(C)c1=O
-5%[176 µM] | O=C(NCc1cccs1)c1c[nH]c2ncccc12
12%[176 µM] | CCn1c2c(c(=O)n1Cc1ccccc1)CCN(C(=O)c1scnc1C)C2
-17%[176 µM] | CC(C)NC(=O)c1cnc2n[nH]c(-c3ccccc3)c2n1
8% | C/C(=C\c1ccccc1)C(=O)Nc1ccccc1C(C)C
12% | CCOC(=O)N1CCN(CC(=O)Nc2oc3ccccc3c(=O)c2-c2ccc(F)cc2)CC1
35%[activator] | CCOc1ccccc1CN1CCC(C)(c2noc(C3CCOCC3)n2)CC1
1% | COC(=O)C1=C(C)N=C2SC=C(CC(=O)Nc3ccc(F)cc3)N2C1c1ccc(OC)cc1OC (stereo not drawn)
5% | CCc1ccccc1NC(=O)N1CC(c2nnc(-c3ccncc3)o2)C2(CCOCC2)C1 (stereo not drawn)
-18% | O=S(=O)(Nc1ccc(-c2ccc(N3CCOCC3)nn2)cc1)c1cccc(F)c1
20% | CCN(Cc1cccs1)C(=O)NC(C)c1cccc(Br)c1 (stereo not drawn)
-5% | Cc1nc2cc(NC(=O)c3cccc(Cl)c3Cl)ccc2o1
12% | COc1ccccc1NC(=O)Nc1nnc([C@H]2C[C@H](O)[C@@H](CO)O2)s1
-13% | Cc1nc(C(=O)N2CC[C@H](NC(=O)c3snnc3C)C[C@H]2C(=O)N[C@H](CC(C)C)C(N)=O)cs1
u | CCCCc1c(-c2ccc(OC)cc2)ncn1CCc1ccccc1OC
5% | CC(CCc1ccccc1)NC(=O)COC(=O)c1ccc2c(c1)NC(=O)CS2 (stereo not drawn)
-32% | Cc1ccc(NC(=O)CSc2nnc(-c3cccs3)n2-n2cccc2)cc1C
-8% | COc1ccc(-c2c(C(F)(F)F)oc3cc(OCC#N)ccc3c2=O)cc1OC

# Next part (5 carried over from the part before).
12-LOX inh | SMILES
-13% | Cc1nc(C(=O)N2CC[C@H](NC(=O)c3snnc3C)C[C@H]2C(=O)N[C@H](CC(C)C)C(N)=O)cs1
u | CCCCc1c(-c2ccc(OC)cc2)ncn1CCc1ccccc1OC
5% | CC(CCc1ccccc1)NC(=O)COC(=O)c1ccc2c(c1)NC(=O)CS2 (stereo not drawn)
-32% | Cc1ccc(NC(=O)CSc2nnc(-c3cccs3)n2-n2cccc2)cc1C
-8% | COc1ccc(-c2c(C(F)(F)F)oc3cc(OCC#N)ccc3c2=O)cc1OC
11% | CCc1noc(CC2CCOC3(CCN(S(=O)(=O)c4cc(F)ccc4C)CC3)C2)n1 (stereo not drawn)
35% | NC(=O)CCNC(=O)C1=C[C@@H](NC(=O)Nc2ccccc2Br)[C@@H](O)[C@H](O)C1
1% | CN1CCN(c2nc3c(c(=O)[nH]2)CCN(Cc2ccc(Cl)cc2F)CC3)CC1
41% | COCCO[C@H]1C(=O)N(C2CCN(C(=O)c3cccn3C)CC2)[C@H]1c1ccncc1
75%[activator] | Cc1cccc2[nH]c(C3CCN(C(=O)C4CC5(CCNCC5)CN4)CC3)nc12 (stereo not drawn)
-20% | CC1CN(C(=O)COC(=O)c2cncc(Br)c2)CC(C)O1 (stereo not drawn)
u | CC(OC(=O)/C=C/c1cccc2ccccc12)C(=O)NC(N)=O (stereo not drawn)
-1% | CCCN(C(=O)c1cn(CCC)c2ccccc12)c1ccc(Oc2cccnc2)cc1
-1%[176 µM] | C[C@@H](c1ccccc1)N1C(=O)[C@@H]2CN(C(=O)c3ccc4c(c3)OCO4)CCN2C1=O
u | CCCC(=O)NC(c1cccc([N+](=O)[O-])c1)c1ccc2cccnc2c1O (stereo not drawn)
-7% | CCOc1cc(Cl)c(/C=C/C(=O)O)cc1OC
-8% | C[C@@]1(O)CCN(C(=O)CCc2ccc(-c3cccs3)o2)C[C@@H]1O
3% | COc1ccc2[nH]cc(CCNC(=O)C[C@H]3NC(=O)c4ccccc4NC3=O)c2c1
31%[activator] | NC(=O)c1ccccc1OCc1cccc(C(F)(F)F)c1
u | CN(CC(=O)NC(C)(C)C)C(=O)CCl
u | C/C(=N/NC(=S)NC(C)C)c1ccc(Cl)cc1
-1% | COCc1c(C(=O)N2CCC(C(=O)Nc3ccc4c(c3)OCO4)CC2)oc2ccccc12
u | CCCS(=O)(=O)NC(=O)C1(C)CCN(C(=O)c2ccccc2OC(C)=O)C1 (stereo not drawn)
u | Fc1ccc(NC(=S)NCCCc2ccccc2)cc1
23%[176 µM] | CCOC(=O)C1CCCN(C(=O)c2ccc3nccn3c2)C1 (stereo not drawn)
-20% | CCc1cccc(C)c1NC(=O)CCc1c(C)nc2c3ccccc3nn2c1C
-10% | CC(C)c1noc(-c2cn(C3CCN(C(=O)Cc4ccc(Cl)cc4)C3)nn2)n1 (stereo not drawn)
19% | COCCNC(=O)[C@H]1C[C@H](Oc2ccccc2)CN1C(=O)c1cccc(OC)c1
3% | Cc1ccccc1-c1cnc(-c2ccncc2)nc1C1CCCN(Cc2ccccc2O)C1 (stereo not drawn)
u | Cc1nn(C)c(C)c1CC(=O)Nc1nc(-c2ccc(Cl)cc2Cl)cs1
-4% | NC1CCCCN(C(=O)c2scc3c2CCCC3)C1 (stereo not drawn)
9% | O=C(NCC1CCCO1)C1CCN(c2cc(C(F)(F)F)ncn2)CC1 (stereo not drawn)
1% | COc1ccccc1OC1CCN(Cc2cc3n(n2)CCNC3)CC1
u | O=C(Nc1ccc2c(c1)OCCO2)C(CCc1ccccc1)N1CCN(c2ccc(F)cc2)CC1 (stereo not drawn)
145%[activator][176 µM] | CN(C)CCN(C)[C@H]1[C@@H]2OC[C@@H](O2)[C@@H](NCc2ccc(OC(F)(F)F)cc2)[C@@H]1O
15% | COCC1CN(C)CC12CCN(C(=O)c1ccc(OC(F)(F)F)cc1)CC2 (stereo not drawn)
-17% | Cc1ccc(CNC(=O)c2ccc3c(c2)CN(Cc2ccc(N(C)C)cc2)CCO3)cc1
-7%[176 µM] | COc1cccc(OC)c1
51%[activator] | CN1[C@@H](CCC(=O)N2CCc3ccccc32)CNC(=O)[C@@H]2[C@H]1CCN2Cc1ccc(S(C)(=O)=O)cc1
-15% | CC(C)NC(=O)c1cccc2c(-c3ccc(F)c(F)c3)coc12
-1% | COc1ccc(NC(=O)N(C)C[C@@H]2Oc3cc(C#CCN(C)C)ccc3S(=O)(=O)N([C@H](C)CO)C[C@H]2C)cc1
4% | C[C@@H]1CN([C@H](C)CO)C(=O)CCCn2nncc2CO[C@H]1CN(C)S(=O)(=O)c1cccs1
-12% | CCCCc1cc(=O)oc2c(C)c(OC(C)C(=O)NCc3ccncc3)ccc12 (stereo not drawn)
47%[activator] | CC1=C(C(=O)OC(C)(C)C)C(c2ccc(Cl)cc2)N2C(CC(=O)N3CCOCC3)=CSC2=N1 (stereo not drawn)
u | CCN(CC)C(=O)C1=C(C)N(CCCOC)C(=O)C(CC(=O)NC(c2ccccc2)c2ccccc2)C1 (stereo not drawn)
25% | COCCC1(NC(=O)C2CCOCC2)CCN(C(=O)C(C)c2ccccc2)CC1 (stereo not drawn)
14% | Cc1cccc2c1N(Cc1ccccc1OC(C)C)C(=O)C2=O
-19% | O=C(Nc1ccc(NC(=S)NC(=O)c2ccco2)cc1)c1ccc(Br)cc1

# Random excerpt: 4 entries already listed, in no set order.
12-LOX inh | SMILES
1% | COc1ccccc1OC1CCN(Cc2cc3n(n2)CCNC3)CC1
4% | C[C@@H]1CN([C@H](C)CO)C(=O)CCCn2nncc2CO[C@H]1CN(C)S(=O)(=O)c1cccs1
145%[activator][176 µM] | CN(C)CCN(C)[C@H]1[C@@H]2OC[C@@H](O2)[C@@H](NCc2ccc(OC(F)(F)F)cc2)[C@@H]1O
-7%[176 µM] | COc1cccc(OC)c1

# Screening results (PubChem)

# Only part of the results is shown (hit frequency here may not be typical).
